FN deposit inh: fibronectin deposition inhibition; AH1F fibroblasts, Alexa488-fibronectin deposition fluorescence, overnight; inhibition, % at 12.6 µM; 350,000 compounds, 0.086% hits; AID 743247;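 active = mean inhibition across replicates of 30% or more, regardless of how many single replicates reach that level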;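 also: positive control wells lacked labelled fibronectin entirely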
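material = AH1F fibroblast monolayer depositing Alexa488-labelled fibronectin into matrix | amount = 10000 AH1F cells/well | buffer or medium = DMEM plus 2% serum, read in PBS | incubation = 1 h cell adhesion before compound, then overnight fibronectin incubation | detection = fluorescence at 485 nm excitation, 525 nm emission | evaluation = percent inhibition as loss of matrix-bound fibronectin fluorescence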
EWS-Fli inh: EWS/Fli transcriptional activity inhibition | AID 651661 | A673 NR0B1-luciferase reporter, viability-normalised | inhibition, % at 12.6 µM | 350,000 compounds, 0.67% hits;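 active = mean inhibition of at least 50% after viability correction, with every replicate also passing that limit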;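 also: firefly luciferase signal divided by Alamar Blue viability fluorescence both relative to DMSO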
PglD inh: inhibitors of Campylobacter jejuni PglD acetyltransferase | AID 602405 | inhibition, % at 12.5 µM | 360,000 compounds, 0.098% hits | purified PglD enzyme, DTNB colorimetric CoA detection; in the data active = inhibition above about 16%, passing the limit was not always enough; also: strong numbers were not always called active
S100A4 MyoIIA: S100A4-myosin IIA interaction inhibition; AID 652163; inhibition, % at 10.7 µM; S100A4/TAMRA-MyoIIA peptide fluorescence polarization; 360,000 compounds, 0.14% hits;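 active = mean inhibition of at least 70% across replicates, with every replicate also reaching that level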
Target sequence (P26447 whole entry, looked up): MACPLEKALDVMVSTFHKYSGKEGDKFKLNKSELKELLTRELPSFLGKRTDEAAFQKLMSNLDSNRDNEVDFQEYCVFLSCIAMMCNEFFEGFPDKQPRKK
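incubation = readout 5 min after mixing, signal stable up to 60 min | system = S100A4 monomer protein | buffer or medium = HEPES pH 7.2 with CaCl2, KCl, NaCl, DTT, Triton | benchmarks = neutral control DMSO, positive control TFP | also added = fluorescent myosin IIA peptide, 5 nM | compound dosing = one concentration per compound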
LGR2 inh: inhibitors of bursicon-induced Drosophila LGR2 receptor cAMP signaling; HEK293 LGR2, CRE-luciferase, bursicon-stimulated, 4 h; inhibition, % at 9.99 µM; 380,000 compounds, 0.35% hits;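 active = drop in luminescence signal, shown as inhibition above about 50% in the replicate tests, limit read from the data, passing the limit was not always enough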;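 also: agonist challenge used bursicon conditioned medium at about half maximal strength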
ERAP1 inh: inhibitors of human ERAP1 aminopeptidase. inhibition, % at 10.7 µM. 340,000 compounds, 0.15% hits. recombinant ERAP1, Leu-AMC fluorescence, 60 min. Q9NZ08. AID 652197;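 active = mean replicate inhibition of at least 30%, or all replicates individually reaching that 30% level; inactive = mean below 30% and not every replicate reaching it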;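 also: 0% = neutral control wells and 100% = L-leucinethiol positive control wells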
Target sequence (Q9NZ08 whole entry, looked up): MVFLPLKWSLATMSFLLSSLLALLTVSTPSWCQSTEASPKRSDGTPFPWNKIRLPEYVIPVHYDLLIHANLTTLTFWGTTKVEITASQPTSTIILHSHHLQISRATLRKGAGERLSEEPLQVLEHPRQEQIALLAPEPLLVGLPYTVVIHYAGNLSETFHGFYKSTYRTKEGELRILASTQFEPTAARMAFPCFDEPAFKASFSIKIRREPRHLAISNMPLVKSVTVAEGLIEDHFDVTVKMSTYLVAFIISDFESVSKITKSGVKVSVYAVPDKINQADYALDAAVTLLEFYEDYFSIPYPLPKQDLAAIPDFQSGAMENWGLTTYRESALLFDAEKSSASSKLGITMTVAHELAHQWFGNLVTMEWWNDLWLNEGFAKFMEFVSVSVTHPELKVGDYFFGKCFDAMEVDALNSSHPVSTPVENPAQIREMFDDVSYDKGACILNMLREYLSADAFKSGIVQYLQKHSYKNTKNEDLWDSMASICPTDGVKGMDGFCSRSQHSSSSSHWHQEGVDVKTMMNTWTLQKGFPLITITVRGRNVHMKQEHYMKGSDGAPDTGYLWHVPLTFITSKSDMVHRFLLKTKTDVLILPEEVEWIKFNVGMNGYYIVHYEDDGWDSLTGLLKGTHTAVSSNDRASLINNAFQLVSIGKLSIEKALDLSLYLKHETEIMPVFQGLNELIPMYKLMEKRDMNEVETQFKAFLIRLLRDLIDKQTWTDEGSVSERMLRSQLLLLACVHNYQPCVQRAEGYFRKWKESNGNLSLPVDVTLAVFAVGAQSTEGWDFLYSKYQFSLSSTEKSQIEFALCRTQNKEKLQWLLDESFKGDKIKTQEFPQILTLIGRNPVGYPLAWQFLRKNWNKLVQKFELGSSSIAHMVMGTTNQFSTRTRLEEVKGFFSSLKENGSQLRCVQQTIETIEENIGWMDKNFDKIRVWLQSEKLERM
PAX8 reporter: lowers PAX8-driven luciferase in RMG-I cells; RMG-I TPO-luciferase reporter, SteadyGlo, 24 h; inhibition, % at 12.6 µM; 360,000 compounds, 1.2% hits; AID 652154;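 active = mean replicate inhibition at least 60% with every replicate also reaching 60%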;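 also: luciferase light reporting Pax8 driven TPO promoter activity; plate controls were median of neutral control wells for no effect and mitoxantrone controls for full effect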
PGC1a acetyl inh: modulators of PGC1a acetylation; U2OS PGC1a acetylation, AlphaScreen anti-acetyl-lysine; with virally co-expressed GCN5 acetyltransferase; inhibition, % at 15.6 µM; 350,000 compounds, 0.17% hits;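 active = every replicate shows inhibition of at least 40%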;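 also: 0% = neutral control wells and 100% = positive control wells; some results beyond the cut were filed as inactive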
The depositor's hits bear a star; / = no result given.

Below each SMILES – FN deposit inh, EWS-Fli inh, PglD inh, S100A4 MyoIIA, LGR2 inh, ERAP1 inh, PAX8 reporter, PGC1a acetyl inh
> C[C@@H]1CCCCO[C@@H](CN(C)S(=O)(=O)c2ccc(F)cc2)[C@H](C)CN([C@@H](C)CO)C(=O)c2cc(NC(=O)Nc3ccc4c(c3)OCO4)ccc2O1
    -2, -47, 0, -9, 8, 0, 18, -4
> CCC(=O)N1[C@@H]2c3ccc(-c4ccccc4)c(=O)n3C[C@@H]2[C@@H](CO)[C@@H]1C(=O)N1CCCCC1
    /, 9, 4, 0, -14, -1, -5, /
> CC(C)Oc1cccc(C(=O)C2CCCN(C(=O)c3cncs3)C2)c1 (stereo not given)
    -4, -6, 4, 2, -3, -3, -31, 10
> COc1ccc(C2CCN(CC(=O)N(C)C)CC2O)cc1 (stereo not given)
    -5, 5, /, -4, 4, -3, 0, /
> O=C(Nc1ccc(F)cc1)C1COc2ccccc2O1 (stereo not given)
    2, -32, 0, 1, -9, 5, -7, -2
> CC(C)(C)c1nn2cnnc2n(/N=C/c2ccc(O)cc2)c1=O
    9, /, 0, /, -16, /, -1, /
> O=C(O)c1ccc(C(S(=O)(=O)c2ccccc2)S(=O)(=O)c2ccccc2)cc1
    1, 1, -4, -12, -8, 2, -6, /
> CCS(=O)(=O)NCC[C@H]1CC[C@H](NS(=O)(=O)c2cccc(Cl)c2)[C@@H](CO)O1
    /, 12, -1, -6, 10, 1, -1, 4
> NC(=O)c1c(/N=C/c2cccs2)sc2c1CCCC2
    -3, -31, -4, 9, /, 0, -25, -7
> COc1ccc(S(=O)(=O)Nc2ccc3c(c2)C(=O)N([C@H](C)CO)C[C@H](C)[C@@H](CN(C)Cc2ccc(Cl)c(Cl)c2)O3)cc1
    /, -3, 0, -6, 6, -2, /, 2
> O=C(COC(=O)c1ccc2ncsc2c1)Nc1ccccc1Br
    0, -12, 2, -2, -16, -1, -30, 3
> CCOc1cc(C2c3c(-c4ccccc4)n[nH]c3C(=O)N2c2ccc(C(=O)O)cc2)ccc1O (stereo not given)
    4, 10, /, -5, -55, 1, -6, -4
> Cc1nc(NC(=O)COC(=O)C2CC2C)c(Cl)cc1Cl (stereo not given)
    2, 1, 1, -2, 15, 2, -19, -1
> CCCNC(=O)Nc1ccc2c(c1)C(=O)N(C)[C@@H]1CC[C@@H](CC(=O)OC)O[C@@H]1CO2
    1, 19, 0, 11, 10, -1, -14, 3
> COc1ccccc1NS(=O)(=O)c1cc(C(=O)NCC(c2ccco2)N2CCCCC2)ccc1C (stereo not given)
    2, 14, /, -12, -3, 1, 5, /
> CC(=O)Nc1ccc(NC(=O)C2(C)Cc3c(-c4ccc5c(c4)OCO5)ccnc3O2)cc1 (stereo not given)
    5, -3, -2, -2, 22, 2, -1, 6
> O=C(c1ccccc1Cc1ccccc1)N1CCN(S(=O)(=O)c2ccccc2)CC1
    /, /, 1, -1, -1, -6, 2, 4
> C[C@@H]1CN([C@H](C)CO)C(=O)c2cc(C#Cc3ccccc3)cnc2O[C@@H]1CN(C)S(=O)(=O)c1ccccc1F
    -10, -9, -2, -22, 4, 7, -10, -6
> CCN(c1ccc(NC(=O)COC(=O)c2ccc(S(=O)(=O)N3CCCC3)cc2)cc1)C(C)C
    -2, /, 0, /, /, /, 4, 9
> COc1ccc(Cc2noc(CN(C)CCN3CCc4ccccc4C3)n2)cc1OC
    -3, 8, 2, -5, 6, /, 14, 8

Entries shown so far that contain a COOH group (2):
Below each SMILES – FN deposit inh, EWS-Fli inh, PglD inh, S100A4 MyoIIA, LGR2 inh, ERAP1 inh, PAX8 reporter, PGC1a acetyl inh
> O=C(O)c1ccc(C(S(=O)(=O)c2ccccc2)S(=O)(=O)c2ccccc2)cc1
    1, 1, -4, -12, -8, 2, -6, /
> CCOc1cc(C2c3c(-c4ccccc4)n[nH]c3C(=O)N2c2ccc(C(=O)O)cc2)ccc1O (stereo not given)
    4, 10, /, -5, -55, 1, -6, -4

(listing goes on)
Below each SMILES – FN deposit inh, EWS-Fli inh, PglD inh, S100A4 MyoIIA, LGR2 inh, ERAP1 inh, PAX8 reporter, PGC1a acetyl inh
> COc1cccc(-c2ccc3c(c2)[C@@H]2[C@@H](CCN2S(=O)(=O)c2cccc(OC)c2)[C@@H](CO)N3)c1
    38*, -5, -1, -50, -5, 0, 16, -9
> O=C(Nc1cc(S(=O)(=O)N2CCOCC2)ccc1N1CCOCC1)c1c(F)cccc1Cl
    0, 3, -3, 1, 7, 2, /, 1
> COc1cccc(N(CC(=O)NC2CCCCC2)C(=O)CCC(=O)Nc2nccs2)c1
    1, -4, 0, -2, 7, 2, 3, /
> CN1C[C@@H]2[C@@H]3C(=O)N(C)C(=O)[C@@H]3[C@](Cc3ccccc3)(C1=O)N2C(=O)c1ccc(Cl)cc1
    2, -7, -1, -4, 16, -6, 13, 8
> CC1CCN(Cc2cc(=O)oc3ccc4ccccc4c23)CC1
    4, -5, /, -4, 8, 5, -17, /
> CN(Cc1cnccn1)C(=O)CC1C(=O)NCCN1CC(c1ccccc1)c1ccccc1 (stereo not given)
    -3, -4, -2, 29, 17, -4, 8, -1
> COC(=O)C1=C(C)N(Cc2cccc(C(F)(F)F)c2)C(=NCc2ccc(OC)cc2)NC1c1ccccc1C(F)(F)F (stereo not given)
    -2, 25, /, -6, 7, 0, 11, /
> COc1cccc(NC(=O)Cn2c(=O)oc3ccccc32)c1
    /, 2, /, -2, -11, 0, /, /
> CCOc1ccccc1NC(=O)CCS(=O)(=O)c1ccc(OC)cc1
    -4, 9, /, -5, /, 3, 5, /
> COc1cc(Cl)cc(CN2CCC(CCC(=O)NC3CC3)CC2)c1OC
    2, 10, -3, -5, 4, -1, -22, 7
> Cc1ccc(/C=N/Nc2ccc(F)cc2)s1
    6, -3, -2, -2, -22, 4, -16, -26
> O=C(c1ccncc1)N(Cc1ccco1)Cc1cc2ccccc2[nH]c1=O
    1, /, 2, /, /, /, -1, 14
> CCOC(=O)c1c(N2C(=O)Nc3ccccc3N2O)sc2c1CCCCC2
    3, -2, /, -2, 10, 0, 2, /
> Cc1ccc(-c2cc(C(=O)NCc3ccc4c(c3)OCO4)[nH]n2)c(O)c1C
    -2, /, 11, /, /, /, -8, -3
> COc1ccccc1-c1c(C)oc2c(CN3CCCCC3C)c(O)ccc2c1=O (stereo not given)
    4, -10, 0, 12, /, -2, 29, -3
> O=C(Nc1cccc(Cl)c1)NC1CCS(=O)(=O)C1 (stereo not given)
    -5, -14, 1, -1, -3, 0, -19, /
> N#Cc1ccc(-c2nc3ccccc3c(=O)n2O)cc1
    3, 10, /, 2, 2, 5, 14, /
> Cc1ccc(-c2nnn(CC(=O)N(Cc3cccs3)C(C(=O)NC(C)(C)C)c3ccc(C)o3)n2)o1 (stereo not given)
    -16, /, -3, /, /, /, -2, -10
> CC(C)CN(C(=O)c1cccc(Cl)c1)c1c(N)n(Cc2ccccc2)c(=O)[nH]c1=O
    /, -5, -3, -3, -9, -2, 4, -3
> COc1ccc(N(CC(=O)Nc2ccc(OC)cc2OC)S(=O)(=O)c2ccccc2)cc1
    22, 19, /, 7, 26, -1, 34, -17
> COc1ccc(CCNC(=O)CSc2nc(C)nc3sccc23)cc1OC
    2, 1, -3, 1, 19, -5, 9, 5
> O=C(Nc1ccc(F)cc1)N1CCCCN2[C@H](CO)[C@H](c3ccc(-c4ccncc4)cc3)[C@H]2C1
    /, 17, -5, 5, -6, 0, -6, 1
> CCc1ccc(CN(C)CC(=O)Nc2sccc2C#N)cc1
    -10, /, 9, /, -2, /, -16, 2
> CCc1cccc(C)c1NC(=O)COC(=O)CSCc1ccccc1
    3, -1, 1, 3, 4, -1, -15, -1
> O=[N+]([O-])c1ccccc1S(=O)(=O)Nc1nc2ccccc2s1
    11, 3, -7, -7, 5, -1, 5, -2
> CC(NC(=O)COC(=O)Cn1cc(C(F)(F)F)ccc1=O)c1ccccc1 (stereo not given)
    1, -3, 1, 7, 0, -1, -16, /
> COc1cc(C=O)cc(OC)c1OS(=O)(=O)c1ccc(NC(C)=O)cc1
    -7, /, 1, /, /, /, -4, 6
> COc1ccc(NC(=O)c2c(Cl)cnn2C)c(C)c1
    -6, 5, /, -23, 10, -2, -8, /
> Cc1noc(C)c1S(=O)(=O)Nc1ccc2c(c1)C(=O)N([C@H](C)CO)C[C@@H](C)[C@@H](CN(C)Cc1ccncc1)OCCCC[C@H](C)O2
    /, 6, 1, 5, -5, -1, 18, 14
> C[C@@H](O)C#Cc1ccc([C@@H]2[C@H](CO)N3CCCCN(S(=O)(=O)Cc4ccccc4)C[C@@H]23)cc1
    /, -6, 5, -10, 9, 4, -8, 8
> CC(=O)c1ccc(NC(=S)NC(=O)/C=C/c2ccc(F)cc2)cc1
    /, /, -9, 13, -17, -1, /, /
> CC(C)C[C@H](NC(=O)c1nc[nH]c1C(=O)NCC(=O)OCc1ccccc1)C(=O)OC(C)(C)C
    -3, 10, -4, -2, /, 1, -20, /
> O=S1(=O)CC(O)C(NCCO)C1 (stereo not given)
    -1, -10, /, 3, -6, 2, 3, 0
> CCNC(=O)C[C@@H]1CC[C@@H]2[C@@H](COc3ccc(NS(=O)(=O)c4ccccc4C)cc3C(=O)N2C)O1
    -30, -3, 1, -49, 10, 0, -11, -2
> C[C@@H]1CN([C@H](C)CO)C(=O)c2cccc(NS(=O)(=O)c3ccc(F)cc3)c2O[C@@H]1CN(C)CC1CCCCC1
    /, 2, -1, -12, -31, 0, -8, -1
> CCOC(=O)C1CCCN(C(=O)c2ccc(C)c(S(=O)(=O)N3CCCCC3)c2)C1 (stereo not given)
    2, -1, 0, 47, -1, 1, -9, -5
> CO[C@H]1CN(C)C(=O)c2ccc(NC(=O)c3ccccc3)cc2OC[C@@H](C)N(CC2CC2)C[C@H]1C
    8, 3, -1, 8, 4, -5, /, 0
> COCC(=O)N[C@@H]1C=C[C@@H](CC(=O)NCc2ccc(Cl)cc2)O[C@@H]1CO
    7, 6, -8, -1, 9, 2, 7, 4
> CC(C)NC(=O)N[C@H]1C=C[C@H](CC(=O)NCc2ccc(Oc3ccccc3)cc2)O[C@H]1CO
    7, 9, -5, 0, -1, 1, 5, 4
> COc1ccc(S(=O)(=O)N2CCC(C(=O)NCCCc3ccccc3)CC2)cc1
    1, 6, -4, -6, -15, -1, 1, 11
> CC(C)CC#Cc1ccc([C@@H]2[C@@H](CO)N3C(=O)CN(C(=O)c4ccccn4)C[C@H]23)cc1
    -2, -3, /, -5, -24, 1, /, -2
> Cc1ccnc(NC(=O)c2ccc(S(=O)(=O)N3CCCCC3)cc2)c1
    -2, -8, -3, -8, -27, 0, -25, 1
> COC(=O)C[n+]1cccc2ccccc21
    10, 10, 0, 8, 2, 5, 39, 5

Screening results deposited in PubChem BioAssay by Broad Institute.
